Rpn11 block = Rpn11 (human) deubiquitinase inhibition | actives 0.59% (n = 360,000) | AID 588493 | O00487 | calls only at 20 µM | human 26S proteasome, Ub4-pepOG fluorescence polarization; 20S core pre-blocked with epoxomicin;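 active means inhibition at 20 µM, scaled to each plate's controls, above about 33%, limit read from the data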
Target sequence (O00487 whole entry, looked up): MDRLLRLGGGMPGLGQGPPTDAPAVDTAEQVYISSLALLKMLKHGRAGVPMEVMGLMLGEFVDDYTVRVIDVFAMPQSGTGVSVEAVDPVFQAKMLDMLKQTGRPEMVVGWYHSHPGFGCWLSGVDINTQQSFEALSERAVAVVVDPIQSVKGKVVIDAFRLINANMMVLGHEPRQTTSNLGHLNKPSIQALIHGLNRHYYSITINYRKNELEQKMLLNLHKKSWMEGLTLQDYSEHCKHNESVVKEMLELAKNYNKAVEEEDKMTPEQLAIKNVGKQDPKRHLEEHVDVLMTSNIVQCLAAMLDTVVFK
Rin1-Abl PPI inh = blocks binding of human Rin1 to Abl | actives 0.4% (n = 360,000) | P00519+Q13671 | inhibition, % at 7.35 µM | TR-FRET Rin1/Abl binding, biochemical; in the data active means inhibition above about 5%, passing the limit was not always enough
SUMO1 PPI mod = modulators of human SUMO1-mediated protein-protein interactions. AID 602429. inhibition, % at 20 µM. P63165. SUMO1 binding to a labelled peptide, TR-FRET, 1 h. actives 0.33% (n = 360,000); in the data active means inhibition above about 37%
LMPTP inh = LMPTP (human) inhibition. P24666. recombinant LMPTP-A, OMFP fluorogenic substrate, fluorescence intensity. inhibition, % at 20 µM. actives 0.22% (n = 360,000). AID 651560;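 active means compounds that cut the enzyme signal by at least half of the control window in the single-dose screen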;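 further: plate controls were DMSO wells with enzyme plus substrate for no effect and substrate without enzyme for full effect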
Target sequence (P24666 whole entry, looked up): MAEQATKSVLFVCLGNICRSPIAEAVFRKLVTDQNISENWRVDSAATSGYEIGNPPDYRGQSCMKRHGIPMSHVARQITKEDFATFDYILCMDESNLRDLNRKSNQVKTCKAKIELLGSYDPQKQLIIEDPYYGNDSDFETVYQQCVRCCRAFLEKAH
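Buffer or medium: Bis-Tris pH 6.0, DTT, detergent; Assay system: LMPTP-A enzyme; Quantity: 0.625 nM enzyme; Detection: endpoint fluorescence intensity; Times: 50 min dark incubation at room temperature; Controls: substrate-only low control, DMSO enzyme-plus-substrate high control; Doses: single 20 µM dose; Read-out: percent inhibition versus substrate-only and uninhibited controls; Reagent: 400 µM OMFP.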
NadD block = inhibitors of Staphylococcus aureus NadD | purified NadD enzyme, colorimetric absorbance read-out | inhibition, % at 20 µM | actives 0.78% (n = 360,000) | AID 602399; in the data active means inhibition above about 26%; further: some compounds past the cut are filed as inactive
DNMT1 inh = DNMT1 (human) enzyme inhibition; P26358; DNMT1 molecular beacon, Hinp1I cleavage, fluorescence; inhibition (reported as % activation of signal), % at 10 µM; actives 0.83% (n = 360,000); AID 588458; in the data active means inhibition above about 50%
Neddyl block = inhibitors of human cullin neddylation | TR-FRET cullin neddylation, biochemical | calls only at 25 µM | actives 0.58% (n = 360,000); in the data active means inhibition above about 36%
Scp-1 inhibitor = blocks human Scp-1 phosphatase activity; actives 0.88% (n = 340,000); AID 493091; Recombinant Scp1, phosphopeptide, malachite green phosphate absorbance; inhibition, % at 20 µM; Q9GZU7;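 active means inhibition above about 50% at 20 µM, limit read from the data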;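 further: plate controls were DMSO wells with enzyme for no effect and wells lacking enzyme for full effect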
Target sequence (Q9GZU7 76-261 limits assumed): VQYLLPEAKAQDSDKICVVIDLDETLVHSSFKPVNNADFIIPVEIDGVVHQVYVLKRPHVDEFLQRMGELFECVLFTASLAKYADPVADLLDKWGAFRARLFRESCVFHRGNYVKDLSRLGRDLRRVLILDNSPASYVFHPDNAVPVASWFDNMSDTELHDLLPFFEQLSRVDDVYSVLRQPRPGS
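Test system: SCP-1 catalytic domain; Buffer or medium: Acidic Tris acetate buffer with magnesium and detergent; Also added: Phosphorylated 17-residue peptide substrate; Compound: single 20 µM dose, 1% DMSO; Schedule: enzyme reaction 45 min at room temperature, colour 5 min, stabilisation 30 min; Signal: Phosphate-binding colour reagent, absorbance read at 630 nm.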
CSN deneddyl inh = CSN deneddylation inhibition | Purified CSN, SCF-Nedd8-OG deneddylation, fluorescence polarization | inhibition, % at 12.5 µM | Q92905 | actives 0.38% (n = 360,000);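 active means pattern-corrected inhibition above about 35%, with an unprinted fluorescence ratio check between 0.5 and 1.5, limit read from the data, passing the limit was not always enough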;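 further: 0% = enzyme with substrate and 100% = substrate without enzyme; some results filed as inactive read as strong as hits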
Target sequence (Q92905 whole entry, looked up, one chain of several): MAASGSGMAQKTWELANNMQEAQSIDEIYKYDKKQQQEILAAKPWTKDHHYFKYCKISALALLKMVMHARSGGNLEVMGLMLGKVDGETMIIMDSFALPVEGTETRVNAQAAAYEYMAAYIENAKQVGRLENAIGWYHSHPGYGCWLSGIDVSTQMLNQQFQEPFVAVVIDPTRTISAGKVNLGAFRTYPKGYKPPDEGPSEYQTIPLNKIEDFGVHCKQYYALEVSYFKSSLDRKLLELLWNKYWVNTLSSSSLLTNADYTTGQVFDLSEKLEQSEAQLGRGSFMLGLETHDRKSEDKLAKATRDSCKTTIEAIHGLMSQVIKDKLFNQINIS
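assay system = purified human Csn5 enzyme expressed in HEK293T cells | amount = 0.24 nM enzyme | buffer or medium = Tris/NaCl/DTT buffer, pH 7.5 | reagent = 10 nM SCFSkp2-Nedd8OG | compound = one concentration, 12.5 µM, 0.25% DMSO | times = 90 min reaction at room temperature | signal = FP | read-out basis = % inhibition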
STEP inh = blocks human striatal-enriched tyrosine phosphatase; P54829; recombinant STEP, OMFP fluorogenic substrate, fluorescence; inhibition, % at 20 µM; actives 0.25% (n = 360,000); AID 588621;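 active means inhibition at 20 µM, scaled per plate between control wells, above about 37%, limit read from the data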;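 further: 0% = DMSO with enzyme and substrate and 100% = substrate only without enzyme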
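System: isolated STEP enzyme; schedule: 20 min enzyme reaction at room temperature, protected from light; medium: Bis-Tris buffer pH 6.0, 2.5 mM DTT, 0.005% Tween 20; signal: fluorescence, 480/540 nm; dosing: single compound dose of 20 µM, 1% DMSO final; also added: OMFP substrate, 25 µM final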
Starred values were filed as active, the others as inactive; i = inactive; x = not tested or not shown.

SMILES	Rpn11 block	Rin1-Abl PPI inh	SUMO1 PPI mod	LMPTP inh	NadD block	DNMT1 inh	Neddyl block	Scp-1 inhibitor	CSN deneddyl inh	STEP inh
Cc1ccc(Cc2nc3ccccc3n2C(CCc2ccccc2)c2nc3ccccc3[nH]2)cc1 (centres undefined)	x	x	1	7.2	x	x	i	x	1	x
CCCc1cc2c(cc1NC(=O)c1ccccc1Cl)OCO2	i	0	-5	-1.2	-24	2	i	-4	5	-1
Cc1ccc(OCC(O)Cn2c(N)nc3c2c(=O)n(C)c(=O)n3C)cc1 (centres undefined)	i	1	-7	-0.5	2	-1	i	0	6	-1
CNc1nnc(CSc2nc3ccccc3s2)s1	i	-2	3	-0.6	4	1	i	-10	4	-3
Cc1nc(N)sc1-c1csc(Nc2cc(N(C)C)ccc2Cl)n1	i	-3	25	2.8	42*	-39	i	x	5	2
Cc1ccc2nc(N3CCN(C(=O)CCC(=O)O)CC3)nc(-c3ccccc3)c2c1	i	-2	-4	0.1	0	1	x	-14	3	1
COc1ccc(NC(=O)c2cc(S(=O)(=O)N3CCOCC3)cn2C)cc1Cl	i	3	3	1.3	-4	-1	i	-19	1	0
CC1CCc2c(sc3ncnc(N4CCOCC4)c23)C1 (centres undefined)	i	5	-2	-0.3	2	-1	i	-3	-3	-1
CCCNC(=O)CN(C1CCCCC1)S(C)(=O)=O	i	2	15	-1.9	-3	0	i	-2	-3	5
CCc1ccc(-c2nc(SCC(=O)c3c(N)n(C4CC4)c(=O)[nH]c3=O)n[nH]2)cc1	i	1	1	-0.4	4	1	i	-8	-3	1
C=CCn1c(SCC(=O)N2CC(C)OC(C)C2)nnc1-c1ccncc1 (centres undefined)	i	3	-2	0.1	3	3	i	1	-8	-1
C[C@H](NC(=O)C(c1ccccc1)c1ccccc1)c1ccccc1	i	0	5	0.4	-9	1	i	-13	-3	2
CCOCc1nnc(NC(=O)c2ccc(NC(C)=O)cc2)s1	i	0	-1	-1.3	-7	1	i	-8	-6	0
COc1cccc(CSc2nnc(C(F)(F)F)n2Cc2ccc(F)cc2)c1	i	-1	-3	0.0	-2	-2	i	-10	-2	1
Clc1ccc2ncc(-c3nnnn3-c3ccccc3)c(-c3ccccc3)c2c1	i	-1	7	3.3	-2	-3	i	1	1	-1
N#CCSc1ncnc2ccccc12	i	-2	0	-1.5	-6	-2	i	-3	3	4
COc1ccc(C2Nc3ccccc3C(=O)N2Cc2ccco2)cc1COc1ccc(F)cc1 (centres undefined)	i	2	4	4.8	3	0	x	-4	-5	1
CCOC(=O)C1CCCN(CC(O)COCc2ccc3c(c2)OCO3)C1 (centres undefined)	i	6.4*	-3	-1.4	-3	3	i	0	2	-3
O=C1c2ccccc2C(=O)N1CCc1c[nH]c2ccc(O)cc12	i	2	-18	0.3	-2	0	i	-1	4	2
O=C(CN1C(=O)NC2(CCCC2)C1=O)Nc1cc(Cl)ccc1N1CCCC1	i	1	-1	-1.0	-2	0	i	6	-2	-3
CN(CCOC(=O)c1ccccc1)Cc1ccccc1	i	-2	5	-0.1	-4	0	i	-5	-3	-2
Cc1nc2cc3ccccc3cc2c(=O)[nH]1	i	-4	-16	0.0	-3	-4	x	5	-5	1
CCN(Cc1ccccc1)c1ccc(/C=N/NC(=O)c2cccc(S(=O)(=O)N3CCOCC3)c2)cc1	i	-4	-6	0.5	22	-8	x	-4	5	6
COc1ccccc1NC(=O)CSc1nnc(C2CCCCC2)o1	i	2	2	-0.2	8	-4	i	-11	0	-2
CCOc1ccc(CC(=O)NCC2(N3CCCCC3)CCCCC2)cc1	i	-3	0	0.6	-7	0	i	-5	-5	3

The results go on.
SMILES	Rpn11 block	Rin1-Abl PPI inh	SUMO1 PPI mod	LMPTP inh	NadD block	DNMT1 inh	Neddyl block	Scp-1 inhibitor	CSN deneddyl inh	STEP inh
COc1cc2c(cc1OC)CN(C(=O)Cn1ccccc1=O)CC2	i	2	7	0.2	3	4	i	31	5	1
CC(C)C(CC(=O)NCc1ccco1)c1ccco1 (centres undefined)	i	1	0	-0.9	4	10	i	14	9	1
C[C@@H]1CN([C@H](C)CO)C(=O)c2cc(C#CC(C)(C)O)cnc2O[C@@H]1CN(C)C(=O)C1CC1	i	-1	-2	-3.0	2	12	i	x	-7	1
COc1ccc(-c2noc(CSc3nc4sc(C)c(C)c4c(=O)n3-c3ccccc3)n2)cc1OC	i	-3	0	2.0	4	-9	i	-2	-1	-2
NC(=O)c1ccc[n+](CC(=O)c2cccc([N+](=O)[O-])c2)c1	i	2	-23	19	1	0	i	-11	-1	1
COc1ccc(OCC(=O)Nc2ccncc2)cc1	i	0	-2	0.9	1	1	i	-1	-2	2
O=C(Nc1ccc(S(=O)(=O)Nc2nccs2)cc1)c1cccc(F)c1	i	2	0	0.8	-14	-2	i	-8	2	-1
CC1(CCc2ccc3c(c2)OCO3)NC(=O)c2ccccc2N1 (centres undefined)	i	0	2	-1.4	-1	-1	x	-3	9	1
COc1ccc(C(=O)CCC(=O)NC2=NCCS2)cc1	i	2	-10	9.4	4	-4	i	0	5	-2
COCCn1c(C)cc(C(=O)COC(=O)CCc2ccc(S(=O)(=O)N3CCOCC3)cc2)c1C	i	-7	1	0.3	8	-1	i	-13	-5	9
COc1ccc(CC(=O)OCC(=O)NC2CCCCCC2)cc1OC	i	-1	0	-0.3	-6	1	i	-11	3	-3
COc1ccc(NC(=O)C/C(C)=N/NC(=O)c2ccccn2)c(OC)c1	i	-2	2	-3.1	1	1	i	-7	2	-3
O=C(CCc1ccccc1)Nc1cccc(-c2nnc(-c3ccco3)o2)c1	i	-4	-2	0.7	-5	-5	i	-9	0	2
Cc1cccc(C)c1NC(=O)C1(C)CN(S(C)(=O)=O)CC(=O)N1CCc1ccc(O)cc1 (centres undefined)	x	x	0	-0.7	x	x	i	x	8	x
COC(=O)c1scc(C)c1NC(=O)Cc1ccccc1	i	-2	3	-0.9	1	4	i	-1	0	-3
CC(=O)COC(=O)c1cccc(N2C(=O)C3C4C=CC(C4)C3C2=O)c1 (centres undefined)	i	4	0	2.7	1	1	i	-10	-4	0
CC(C)NC(=O)Nc1ccc2c(c1)C(=O)N([C@H](C)CO)C[C@H](C)[C@@H](CN(C)Cc1ccc(C(F)(F)F)cc1)OCCCC[C@@H](C)O2	i	4	-1	0.2	-1	-8	i	x	1	1
CC(C)c1ccc(NC(=O)C2Cc3c(-c4ccc(Cl)cc4)ccnc3O2)cc1 (centres undefined)	i	-1	3	4.1	7	-16	i	x	1	0
Cc1cccc(Cc2cnc(NC(=O)c3ccc(C)o3)s2)c1	i	1	2	2.3	3	-9	i	-3	3	-1
CC(NC(=O)c1ccc2c(c1)OCCO2)c1ccc(S(N)(=O)=O)cc1 (centres undefined)	i	1	0	-1.0	-1	-2	i	3	-2	1
O=C(COC(=O)C1CCN(S(=O)(=O)c2ccc3c(c2)OCCO3)CC1)NC1CCS(=O)(=O)C1 (centres undefined)	i	1	14	0.2	-4	-1	i	2	7	-1
Cc1nc(N2CCOCC2)c2c(C)c(C(=O)Nc3ccccc3C(F)(F)F)sc2n1	i	-6	-4	-0.6	-7	1	i	-4	2	1
Nc1nnc(CC2=CCCCC2)s1	i	-3	0	-1.5	-5	-1	i	-5	1	6
CCCNC(=O)C12CCC(C)(C(=O)O1)C2(C)C (centres undefined)	i	0	22	-0.7	-2	1	i	-5	3	-1
CC1(C)CC2CC(C)(CN2CC(=O)C(C#N)c2ccccc2)C1 (centres undefined)	i	2	1	-0.6	3	-2	i	-5	-3	-1

Following part:
SMILES	Rpn11 block	Rin1-Abl PPI inh	SUMO1 PPI mod	LMPTP inh	NadD block	DNMT1 inh	Neddyl block	Scp-1 inhibitor	CSN deneddyl inh	STEP inh
CCOC(=O)Cn1c(=NC(=O)c2cccs2)sc2cc(C(=O)OC)ccc21	i	-2	-6	44	-4	36	i	48	0	22
Brc1ccccc1C1=Nn2c(nnc2-c2ccco2)SC1	i	-1	9	0.9	-9	-9	i	-6	16	-1
O=C1N[C@@H](Cc2ccccc2)C(=O)N1CCN1CCOCC1	i	1	-1	-3.2	0	0	i	-6	1	-1
CCOc1ccc(-n2cc(C(=O)N3CCC(C)CC3)c3cc(OC)c(OC)cc3c2=O)cc1	i	0	-1	-1.0	1	1	i	-2	2	-1
CCCCn1c2nc3ccccc3nc2c2c(=O)n(CCC(C)C)cnc21	i	1	-5	-0.3	9	3	i	-3	2	3
C#CCOCCOCCOCCNc1nc(N2CCN(C(=O)[C@H](CCCCN)n3cc([C@@H](N)[C@H](C)CC)nn3)CC2)nc(N2CCN(C(=O)[C@H](CCC(=O)O)n3cc([C@@H](N)CCCCN)nn3)CC2)n1	i	4	-134	-9.2	-3	-26	i	-4	-1	-3
COC(=O)C1C(=O)C=C(Nc2ccc(F)cc2F)CC1c1ccc(OC)cc1 (centres undefined)	i	0	-2	-0.4	-2	-1	i	-5	1	2
CCN(CC)CCCNC(=O)c1ccc(Cl)c(S(=O)(=O)Nc2ccccc2OC)c1	i	0	1	-6.6	-4	5	i	-9	-4	4
COc1ccc(NC(=O)NC(C)(C(F)(F)F)C(F)(F)F)cc1	i	-2	-6	0.8	-2	4	i	-17	-2	-1
c1ccc(CN2CCN(C3=Nc4cccc5cccc3c45)CC2)cc1	i	-10	-26	6.6	-5	0	i	9	-3	0
COc1ccc(-n2c(C)cc(/C=N/Nc3nc(N4CCOCC4)nc(N4CCOCC4)n3)c2C)cc1	i	-2	-4	0.1	0	-17	i	-2	-8	2
Clc1ccc(-c2ccc(CNCc3ccccn3)o2)cc1	i	-2	-3	-1.0	2	1	i	-9	-4	-1
COc1ccccc1NC(=O)CN1CCN(c2ccc(F)cc2)CC1	i	1	0	-0.4	1	-3	i	-5	1	0
CCN(CC)c1ccc(/C=C2/SC(=O)N(C(C)C)C2=O)o1	x	0	-61	0.4	7	4	i	-2	2	-20
CCNC(=S)Nc1ccc2c(c1)c(=O)n(C)n2Cc1cccc(C(F)(F)F)c1	i	-1	-1	-0.6	4	-8	x	x	-2	3

Rin1-Abl PPI inh, entries above that show a hit.
SMILES	Rpn11 block	Rin1-Abl PPI inh	SUMO1 PPI mod	LMPTP inh	NadD block	DNMT1 inh	Neddyl block	Scp-1 inhibitor	CSN deneddyl inh	STEP inh
CCOC(=O)C1CCCN(CC(O)COCc2ccc3c(c2)OCO3)C1 (centres undefined)	i	6.4*	-3	-1.4	-3	3	i	0	2	-3

Compound profiles, from the list above. Order of screens: Rpn11 block, Rin1-Abl PPI inh, SUMO1 PPI mod, LMPTP inh, NadD block, DNMT1 inh, Neddyl block, Scp-1 inhibitor, CSN deneddyl inh, STEP inh
`CC(C)NC(=O)Nc1ccc2c(c1)C(=O)N([C@H](C)CO)C[C@H](C)[C@@H](CN(C)Cc1ccc(C(F)(F)F)cc1)OCCCC[C@@H](C)O2` across the screens: i, 4, -1, 0.2, -1, -8, i, x, 1, 1
`COc1cccc(CSc2nnc(C(F)(F)F)n2Cc2ccc(F)cc2)c1` across the screens: i, -1, -3, 0.0, -2, -2, i, -10, -2, 1
